DENV2 CPE: protects cells from dengue virus 2 cytopathic effect; 350,000 compounds, 1.7% hits; CPE inhibition, % at 9.99 µM; DENV2-infected cells, cytopathic effect rescue, plate reader; in the data active = CPE inhibition above about 20%, passing the limit was not always enough; inconclusive = no clear call, values can overlap the other calls; tested in BHK-21 cells;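 note: 0% = median of neutral control wells and 100% = median of positive control wells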
XiGFP reactiv: reactivates the inactive X chromosome in mouse fibroblasts | 360,000 compounds, 0.055% hits | activation, % at 7.58 µM | XiGFP mouse fibroblasts, % GFP-positive cells imaging, 3 d; cells co-treated with 5-aza-dC sensitizer; scaled so ellipticine positive control = 100% | AID 743238;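 active = mean normalized replicate activation at least 10% and every replicate at or above 10%; inconclusive = only one of the two criteria met; inactive = mean below 10% and not all replicates reach 10%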;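 note: 0% = median of on-plate neutral control wells and 100% = ellipticine 6 µM median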
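Material: XiGFP fibroblasts, SV40-immortalized; Buffer or medium: DMEM containing 5-aza-dC; Compound dosing: single point; Times: 3 days compound exposure.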
GSIS activator: GLuc luminescence reporter in INS-1E cells, primary screen for activators of glucose-dependent secretion of insulin. INS-1E GLuc reporter insulin secretion, 2-3 h. activation, % at 16.6 µM. 370,000 compounds, 0.61% hits. AID 743287;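 active = lowest replicate activation of at least 40%, so every replicate reaches that level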;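 note: 0% = median of neutral control wells and 100% = median of IBMX positive control wells; some compounds called inactive have numbers as strong as hits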
ERp5 block: ERp5 (human) disulfide isomerase inhibition. 350,000 compounds, 0.05% hits. ERp5 insulin aggregation, absorbance 650 nm, 90 min. inhibition, % at 9.99 µM. Q15084;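 active = mean replicate inhibition above about 25%, with every replicate also reaching it, limit read from the data, passing the limit was not always enough; inconclusive = only one of those two criteria met; inactive = neither criterion met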
Target sequence (Q15084 whole entry, looked up): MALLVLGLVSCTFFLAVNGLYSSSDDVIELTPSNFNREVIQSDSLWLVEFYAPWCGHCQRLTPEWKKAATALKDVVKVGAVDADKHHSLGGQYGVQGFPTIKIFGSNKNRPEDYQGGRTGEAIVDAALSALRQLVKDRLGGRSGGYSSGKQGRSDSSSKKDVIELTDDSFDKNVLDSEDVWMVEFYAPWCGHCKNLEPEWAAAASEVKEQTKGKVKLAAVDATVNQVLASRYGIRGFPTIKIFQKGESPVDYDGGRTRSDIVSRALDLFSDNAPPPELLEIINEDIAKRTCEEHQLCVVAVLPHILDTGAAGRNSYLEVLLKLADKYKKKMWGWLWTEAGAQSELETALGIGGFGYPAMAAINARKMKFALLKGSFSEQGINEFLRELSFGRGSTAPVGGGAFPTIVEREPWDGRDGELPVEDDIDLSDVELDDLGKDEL
PAX8 reporter: inhibitors of PAX8 transcriptional activity in RMG-I cells; RMG-I TPO-luciferase reporter, SteadyGlo, 24 h; inhibition, % at 12.6 µM; AID 652154; 360,000 compounds, 1.2% hits;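 active = mean replicate inhibition at least 60% with every replicate also reaching 60%; inconclusive = only one of the two criteria is met; inactive = mean below 60% and not all replicates reaching 60%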;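 note: luciferase light reporting Pax8 driven TPO promoter activity; plate controls were median of neutral control wells for no effect and mitoxantrone controls for full effect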
ARNT TACC3 PPI: disruptors of human ARNT/TACC3 interaction; 390,000 compounds, 0.66% hits; inhibition, % at 9.99 µM; AlphaScreen His-ARNT PAS-B/GST-TACC3 binding, luminescence; TACC3 fragment carries E629A point mutation; AID 623870;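 active = mean inhibition of replicates at least 50% and at least half of replicates each reaching 50%; inconclusive = half or more replicates reach 50% but mean below 50%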;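 note: 0% = complete ARNT plus TACC3 wells and 100% = ARNT alone without TACC3; many hits fall short of the cut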
EWS-Fli inh: blocks EWS/Fli oncoprotein-driven transcription; AID 651661; inhibition, % at 12.6 µM; A673 NR0B1-luciferase reporter, viability-normalised; 350,000 compounds, 0.67% hits;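 active = mean inhibition of at least 50% after viability correction, with every replicate also passing that limit; inconclusive = mean reaches 50% but only one of two replicates passes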;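 note: firefly luciferase signal divided by Alamar Blue viability fluorescence both relative to DMSO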
CFTR F508del cor: correctors of CFTR F508del function in bronchial epithelial cells; CFBE cells, YFP halide quenching; stimulated with forskolin plus potentiator P3; % fluorescence drop versus neutral controls; activity (quench increase), % at 7.58 µM; 350,000 compounds, 0.36% hits;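 active = mean added fluorescence quench of at least 8% versus neutral control, with both replicates also reaching 8%; inconclusive = only one of the mean or replicate conditions met; inactive = mean below 8% and not both replicates reaching 8%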;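 note: cells transiently co-express mutant CFTR-F508del with the halide-sensitive YFP; corrector assay measuring rescue of mutant channel to the surface after 24 h compound exposure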
Active calls of the source: *; ? = inconclusive; . = not tested or not shown; & = joins results of further samples.

Structure | DENV2 CPE | XiGFP reactiv | GSIS activator | ERp5 block | PAX8 reporter | ARNT TACC3 PPI | EWS-Fli inh | CFTR F508del cor
CC(C)c1csc2nc3n(c(=O)c12)CCCCC3 | -1 | 0.0 | 15 | 3 | -19 | -5 | -7 | -1.0
CC1CCCN(CCCNC(=O)c2ccc3c(c2)N(Cc2ccc(F)cc2)C(=O)c2ccccc2S3=O)C1 (stereo not drawn) | 1 | 0.0 | -19 | 1 | -2 | 13 | 20 | 6.6
CCc1cc(=O)oc2c3c(cc(OCC(=O)NCCCCCC(=O)O)c12)OC(C)(C)CC3 | -6 | 0.0 | 4 | -1 | -5 | -2 | -1 | -2.6
COc1ccc(S(=O)(=O)N(C)C[C@H]2Oc3cc(C#CC4CC4)ccc3S(=O)(=O)N([C@H](C)CO)C[C@@H]2C)cc1 | -4 | -0.1 | -21 | 5 | . | -5 | 8 | 2.4
COc1ccc(Cl)cc1C(=O)NNC(=O)COC(=O)CC(NC(C)=O)c1ccccc1 (stereo not drawn) | 4 | 0.1 | -10 | -1 | 6 | 1 | 5 | -1.6
CC(=O)Nc1ccc(S(=O)(=O)NCCC(=O)N2CCN(c3ccccc3Cl)CC2)cc1 | -3 | 0.1 | -7 | 5 | 11 | . | 2 | -14
COc1cccc(OC)c1C(=O)Nc1cccnc1 | -5 | 0.0 | 15 | -1 | -6 | -5 | 9 | -2.5
COc1ccccc1NC(=O)Cn1c(C)nc2c(sc(=S)n2Cc2ccco2)c1=O | 2 | 0.1 | 4 | 5 | 17 | -12 | 5 | -4.3
CCn1nc(C(=O)OCc2cccc(S(=O)(=O)N(C)C)c2)c2ccccc2c1=O | -4 | -0.3 | 13 | -1 | 19 | -8 | 7 | 4.6
Fc1ccc(C(Nc2ccccn2)c2c[nH]c3ccccc23)cc1 (stereo not drawn) | 1 | 0.0 | 0 | 2 | 3 | -3 | 20 | .
Cc1cc(O)c2/c(=N\N)c(-c3csc(C)n3)coc2c1 | -6 | -0.2 | 32 | 0 | 21 | 3 | -6 | 1.3
CCOC(=O)CCc1ccc(NC(=O)/C=C/c2ccc([N+](=O)[O-])o2)cc1 | -3 | 5.5 | -40 | 13 | 40 | 6 | 51* | -0.1
C[C@H](CO)N1C[C@H](C)[C@@H](CN(C)C(=O)Nc2ccccc2)Oc2ccc(NC(=O)Cc3cn(C)c4ccccc34)cc2C1=O | -4 | 0.3 | -5 | 2 | 8 | 16 | -3 | 0.4
COc1ccc(/C=N/NC(=O)c2cc(O)c(O)c(O)c2)cc1Cn1cc([N+](=O)[O-])cn1 | -2 | 0.4 | 16 | -1 | 14 | 18 | -2 | 3.0
Cc1noc(C)c1S(=O)(=O)Nc1ccc2c(c1)C(=O)N([C@@H](C)CO)C[C@@H](C)[C@H](CN(C)C(=O)c1ccncc1)OCCCC[C@@H](C)O2 | 19 | -0.1 | 5 | 1 | 10 | -1 | -12 | 2.1
C[C@@H]1CN([C@H](C)CO)C(=O)c2cc(NC(=O)Nc3ccc(F)cc3)ccc2O[C@@H]1CN(C)Cc1ccc(C(=O)O)cc1 | ? | 0.1 | 9 | -3 | 3 | 6 | 6 | 3.0
COc1ccc2c3c([nH]c2c1)[C@H](CO)N(C(=O)C1CCCC1)CC31CN(Cc2cccc(F)c2)C1 | -9 | 0.3 | -14 | . | . | . | -3 | 1.8
CCCCc1nc2cc(C(=O)NCc3cn(C)nc3C)ccc2o1 | 47* | 0.0 | -1 | 2 | -4 | -2 | -11 | -1.1
CCSC1=N/C(=C\c2ccccc2)C(=O)N1 | 4 | 0.1 | . | -2 | 45 | -2 | -23 | -0.4
CC(C)C1C(=O)N(Cc2cn(Cc3ccco3)nn2)CCS(=O)(=O)N1Cc1ccc(-c2ccccc2)cc1 (stereo not drawn) | 9 | -0.1 | -27 | -1 | 24 | . | 1 | -3.6
COc1ccc(OC)c(NC(=O)c2ccc(S(=O)(=O)N3CCOCC3)cc2)c1 | 1 | 0.4 | 12 | -2 | 15 | 2 | 3 | -1.0
CCCNS(=O)(=O)c1cc(Cl)ccc1OC | 0 | 0.0 | 10 | 0 | -7 | -4 | 7 | -0.8
CC(NC(=O)c1ccccc1SCC(=O)N1CCCC1)c1ccc(F)cc1 (stereo not drawn) | 2 | 0.1 | 17 | 2 | -2 | 8 | 16 | 0.5
COc1ccc(C(C)=O)cc1CSc1nnnn1-c1ccc(O)cc1 | 1 | 0.1 | 17 | 8 | 12 | -10 | 9 | -2.5
O=C([C@H]1[C@H](CO)[C@H]2Cn3c(ccc(-c4cccc(F)c4)c3=O)[C@H]2N1Cc1cocn1)N1CCCCC1 | -6 | 0.2 | 5 | -5 | -2 | 0 | -3 | -3.4

Single records (already shown). Order of values: DENV2 CPE, XiGFP reactiv, GSIS activator, ERp5 block, PAX8 reporter, ARNT TACC3 PPI, EWS-Fli inh, CFTR F508del cor
Listed for O=C([C@H]1[C@H](CO)[C@H]2Cn3c(ccc(-c4cccc(F)c4)c3=O)[C@H]2N1Cc1cocn1)N1CCCCC1 → -6, 0.2, 5, -5, -2, 0, -3, -3.4
Listed for Fc1ccc(C(Nc2ccccn2)c2c[nH]c3ccccc23)cc1 (stereo not drawn) → 1, 0.0, 0, 2, 3, -3, 20, .

Further records:
Structure | DENV2 CPE | XiGFP reactiv | GSIS activator | ERp5 block | PAX8 reporter | ARNT TACC3 PPI | EWS-Fli inh | CFTR F508del cor
N=C1C=CC(=C(c2ccc(N)cc2)c2ccc(N)cc2)C=C1 | -7 | 0.4 | . | -9 | 59 | 3 | 17 | 6.0
COc1ccc(NC(=O)C2(C)Cc3c(-c4cccc(C(F)(F)F)c4)ccnc3O2)cc1OC (stereo not drawn) | 1 | 0.0 | -21 | 6 | -11 | . | 13 | -0.5
COc1ccc(C(=O)CSc2nc(C(C)(C)C)nc3ccccc23)cc1 | -5 | -0.1 | -14 | 4 | 11 | . | 6 | -5.5
CCOC(=O)C(C)On1c(-n2nc(C)cc2C)nc2ccccc2c1=O (stereo not drawn) | -5 | 0.4 | 5 | 5 | -7 | 3 | -65 | -2.9
O=C(N/N=C1\CC2CC=CC12)c1ccc(Br)cc1 (stereo not drawn) | 5 | 0.0 | 1 | 5 | 4 | -17 | 3 | 0.4
Cc1noc(C)c1NC(=O)N(C)C[C@H]1Oc2ccc(NC(=O)Nc3cccc4ccccc34)cc2C(=O)N([C@H](C)CO)C[C@H]1C | 7 | 0.0 | -6 | 0 | 7 | 8 | 0 | 1.0
O=C(NCc1n[nH]c(=O)c2ccccc12)C1CC(=O)N(c2ccc(Cl)cc2)C1 (stereo not drawn) | -3 | 0.0 | 15 | -1 | 6 | -6 | 12 | -1.4
COc1ccc2cc(CCC(C)=O)ccc2c1 | 9 | 0.0 | . | 6 | -207 | -26&-2 | -73 | 6.7
COc1cc(Cl)nn(-c2ccccc2)c1=O | . | 0.5 | 12 | . | -1 | -2 | . | .
O=S(=O)(c1cccs1)N1CCCCN2[C@@H](CO)[C@@H](c3ccc(Br)cc3)[C@@H]2C1 | 1 | 0.1 | -26 | -4 | -20 | -8 | -7 | -0.2
CO[C@@H]1CN(C)C(=O)c2ccc(NC(=O)c3nc4ccccc4s3)cc2OC[C@@H](C)N(Cc2ccncc2)C[C@@H]1C | -1 | -0.1 | -42 | -3 | -1 | -1 | -8 | -0.9
COCCN(CC1CCCN(C2Cc3ccccc3C2)C1)C(=O)CCC(C)=O (stereo not drawn) | 13 | 0.0 | -11 | -1 | 10 | -3 | 2 | -2.9
CCc1ccccc1NC(=O)CNC(=O)CNC(=O)c1cccs1 | -16 | 0.1 | 17 | 4 | -7 | 3 | -4 | 0.9
CCOc1ccccc1C(=O)NCC(=O)NCCCc1ccccc1 | -4 | 0.1 | 1 | 2 | 6 | 2 | -1 | -0.1
O=C(C[C@@H]1C/C=C\CCCC(=O)OC[C@@H]2CCCN2C1=O)N[C@@H](CO)Cc1ccccc1 | -11 | -0.1 | -11 | 5 | -12 | -19 | -7 | -0.5
CN(C)CC(=O)N1[C@H](C#N)[C@H](c2ccc(-c3cccc(C(=O)N(C)C)c3)cc2)[C@@H]1CO | ? | -0.1 | -4 | -3 | -11 | 3 | -7 | -2.3
Cc1cc(C(=O)N/N=C2\CCCC(=O)C2)c(C)n1-c1ccccc1 | . | 0.0 | -1 | . | -13 | 7 | . | .
COc1ccccc1NC(=O)N1CCCCN2[C@H](CO)[C@@H](c3ccc(C#CC4CC4)cc3)[C@H]2C1 | -6 | . | . | 2 | 19 | . | 11 | 3.2
CCNC(=O)COC(=O)CCC(=O)c1cccs1 | . | -0.1 | 0 | 0 | 18 | -5 | -6 | 0.5
Clc1c(Cl)c(Cl)c2n[nH]nc2c1Cl | -4 | -0.1 | -43 | 0 | 8 | 2 | 2 | 0.3
COc1ccc(CCNC(=O)C2CCCN(S(=O)(=O)c3ccc(F)cc3)C2)cc1OC (stereo not drawn) | -8 | 0.0 | -3 | 8 | . | 6 | 2 | 0.6
C/C(=N\n1cnnc1)c1ccccc1 | 8 | 0.4 | 6 | 2 | 9 | -5 | 1 | 1.0
Cc1cc(C)n2nc(N)c(N=Nc3ccc(Cl)cc3)c2n1 | . | 0.1 | 19 | . | -14 | -5 | . | .
COc1ccc(C)c2sc(NC(=O)C3=COCCO3)nc12 | 8 | 0.1 | . | 15 | -79 | -5 | -77 | -0.3
C[C@H]1CCCCO[C@H](CN(C)C)[C@@H](C)CN([C@@H](C)CO)C(=O)c2cc(NS(=O)(=O)c3ccc(F)cc3)ccc2O1 | -5 | 0.2 | 1 | 4 | -7 | 4 | 4 | -0.2
CCCCn1c2ccc(F)cc2c2nnc(NN)nc21 | . | 0.0 | 26 | -1 | 1 | 36 | 0 | 6.2
O=C1Nc2ccccc2C1=Nc1ccc(Br)cc1 | ? | 7.9 | -7 | -1 | 0 | -1 | 55* | -2.0
CCC1Oc2ccc(C)cc2N(CC(=O)NCCN2CCOCC2)C1=O (stereo not drawn) | -4 | 0.1 | -3 | 3 | -17 | -4 | 2 | 2.1
CCOc1ccccc1CNC(=O)CCC(=O)N1Cc2ccccc2Oc2ncccc21 | -2 | 0.1 | -8 | 4 | 22 | 5 | . | -4.3
CC(C)NC(=O)Nc1ccc2c(c1)C(=O)N([C@@H](C)CO)C[C@H](C)[C@H](CN(C)S(=O)(=O)c1ccc(Cl)cc1)OCCCC[C@H](C)O2 | 3 | 0.2 | -29 | 2 | 38 | -1 | 9 | 0.8
COc1ccnc(NCc2cccnc2)c1C#N | -1 | . | 25 | -1 | . | -4 | 2 | -5.0

5 entries already listed, arranged by their value in CFTR F508del cor, low to high.
compound | CFTR F508del cor
CN(C)CC(=O)N1[C@H](C#N)[C@H](c2ccc(-c3cccc(C(=O)N(C)C)c3)cc2)[C@@H]1CO | -2.3
CC(C)c1csc2nc3n(c(=O)c12)CCCCC3 | -1.0
COc1ccc(C)c2sc(NC(=O)C3=COCCO3)nc12 | -0.3
C[C@H]1CCCCO[C@H](CN(C)C)[C@@H](C)CN([C@@H](C)CO)C(=O)c2cc(NS(=O)(=O)c3ccc(F)cc3)ccc2O1 | -0.2
COc1ccc2c3c([nH]c2c1)[C@H](CO)N(C(=O)C1CCCC1)CC31CN(Cc2cccc(F)c2)C1 | 1.8
